Giardia FBPA inh – qHTS Assay for Inhibitors of Fructose-1,6-bisphosphate Aldolase from Giardia Lamblia; purified Giardia FBPA; Potency, µM (highest dose often 59.6 µM), without a hit: at the top dose activity, negative = inhibition, hits mostly inhibitors; AID 2451, 2010; hit rate 0.71% among 290,000; also: potency is read from the fitted curve at half-maximal effect; % is scaled to controls: 0 for no effect and ±100 for the full control effect; nearly all actives have a fitted effect of over 55% in size
Target sequence (A8B2U2 whole entry, looked up): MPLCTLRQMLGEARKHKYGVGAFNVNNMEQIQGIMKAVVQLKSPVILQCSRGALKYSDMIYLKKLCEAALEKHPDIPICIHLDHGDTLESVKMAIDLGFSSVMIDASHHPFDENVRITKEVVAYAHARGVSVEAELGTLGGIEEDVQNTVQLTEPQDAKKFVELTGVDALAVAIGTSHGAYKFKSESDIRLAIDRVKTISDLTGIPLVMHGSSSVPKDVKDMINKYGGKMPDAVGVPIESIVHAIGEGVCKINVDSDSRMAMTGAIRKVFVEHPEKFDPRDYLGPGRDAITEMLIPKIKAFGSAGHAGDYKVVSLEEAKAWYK
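Giardia FBPA (40 nM reagent) was preincubated 10 min at RT with compound (up to 57.5 uM final), then substrate plus GAPDH/TPI/NAD/arsenate coupling system with diaphorase/resazurin was added; resorufin fluorescence (525/598 nm) was read after 20 min.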
AMA1-RON2 inh – qHTS for Inhibitors of AMA1-RON; Towards Development of Antimalarial Drug Lead: Primary Screen | Plasmodium falciparum AMA1 (3D7) - RON2 peptide interaction | AlphaScreen AMA1-biotinylated RON2 peptide binding | Potency, µM (series often up to 58.2 µM), for inactives: at the top dose activity change, negative = inhibition, hits mostly inhibitors | hit rate 0.2% among 360,000;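 also: potency is read from the fitted curve at half-maximal effect; 0% = vehicle wells and -100% = peptide control; nearly all actives have a fitted effect of over 45% in size; some results filed as inactive show a strong effect at the top dose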
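AMA1 (3D7) with his tag at 25 nM final met compounds first, then biotinylated RON2 peptide at 25 nM; detection used donor plus acceptor beads, 10 µg/mL apiece, read by AlphaScreen after 30 min at room temperature.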
AmpC detergent – qHTS Inhibitors of AmpC Beta-Lactamase (assay with detergent); Potency, µM (top dose mostly 114 µM), without a hit: at the highest dose activity change, negative = inhibition, actives largely listed as inhibitors; AmpC hydrolysis of nitrocefin, absorbance 480 nm, 0.01% Triton; AID 485294, 2010; P00811; hit rate 0.041% among 370,000;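 also: potency is read from the fitted curve at half-maximal effect; 0% = no-compound wells and -100% = no-enzyme wells; nearly all actives have a fitted effect of over 25% in size; some results filed as inactive show a strong effect at the top dose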
Target sequence (P00811 whole entry, looked up): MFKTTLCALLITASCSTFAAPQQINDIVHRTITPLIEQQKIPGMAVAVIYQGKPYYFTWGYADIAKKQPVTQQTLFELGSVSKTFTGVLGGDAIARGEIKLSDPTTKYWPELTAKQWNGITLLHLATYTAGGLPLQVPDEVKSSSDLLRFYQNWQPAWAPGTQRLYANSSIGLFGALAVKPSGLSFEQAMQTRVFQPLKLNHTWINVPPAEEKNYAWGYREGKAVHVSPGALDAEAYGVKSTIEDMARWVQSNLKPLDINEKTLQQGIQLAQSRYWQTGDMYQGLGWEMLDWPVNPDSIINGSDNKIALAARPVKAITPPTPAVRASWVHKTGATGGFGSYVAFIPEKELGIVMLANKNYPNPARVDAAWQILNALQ
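AmpC (5.3 nM in the dispensed reagent) in 20 mM phosphate pH 7.0 with 0.01% (detergent screen) or 0.0001% Triton X-100 was preincubated with compounds for 15 min at room temperature. Nitrocefin was then added from an 800 uM solution, and hydrolysis was followed at 480 nm.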
AmpC no deterg – qHTS Inhibitors of AmpC Beta-Lactamase (assay without detergent) | P00811 | AmpC nitrocefin hydrolysis, absorbance 480 nm, 0.0001% Triton | Potency, µM (top dose mostly 57.1 µM), for the others: at the top dose activity change, negative = inhibition, most hits filed as inhibitors | hit rate 0.52% among 330,000;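 also: potency is read from the fitted curve at half-maximal effect; plate controls were no compound for no effect and no enzyme for full effect; nearly all actives have a fitted effect of over 20% in size; some results filed as inactive show a strong effect at the top dose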
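20 mM phosphate pH 7.0 + 0.01% (detergent screen) or 0.0001% Triton X-100; 5.3 nM AmpC reagent; cpd preinc 15 min RT; nitrocefin (800 uM stock) to start; A480 q20 s × 4 min; Activity was normalised to no-enzyme and no-compound control wells.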
Cycloheximide cs – Cycloheximide Counterscreen for Small Molecule Inhibitors of Shiga Toxin. cell reporter, cycloheximide protein synthesis inhibition counterscreen. max response, %. hit rate 12% among 300,000; in the data active = max response mostly above about 13%, no sharp cut-off; inactive = mostly below about 14%; also: read at 38.3 µM for the half of the compounds with a filed dose; 0% is about no effect
HCMV inh – qHTS Assay for inhibitors of the human cytomegalovirus (HCMV). hit rate 4.5% among 410,000. AID 1259415, 2018. HFF cells, HCMV-luciferase reporter, 72 h; stronger effect = lower value. activity change, negative = inhibition, % at 57.5 µM; in the data active = activity change below about -60%; inconclusive = no clear call, values can overlap the other calls; inactive = above about -39%; also: % is scaled to controls: 0 for no effect and ±100 for the full control effect
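Human foreskin fibroblasts infected with luciferase-reporter HCMV at MOI 1 PFU/cell, compounds at two doses. Luciferase measured 72 h post infection; normalized to buffer-only basal and Salinomycin (10uM) controls.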
Shiga toxin inh – A qHTS for Small Molecule Inhibitors of Shiga Toxin. Vero cells, Shiga toxin protein synthesis inhibition reporter. inhibition, % at 38.7 µM. hit rate 9.2% among 290,000; in the data active = inhibition mostly above about 28%, no sharp cut-off; inactive = mostly below about 43%; also: 0% is about no effect
An asterisk follows results filed as active; i = inactive; ? = inconclusive; nt = not tested or not shown; & = joins results of further samples; [ ] = another dose, or the depositor's remark. Unless noted, calls follow the shape of the dose curve; as a rule, active = well fitted curve in the direction sought with a large enough effect; inconclusive = small, poorly fitted or top-dose-only effect, or another doubt; inactive = no such curve, though single readings can be large; an effect the other way counts as inactive or inconclusive.

SMILES,Giardia FBPA inh,AMA1-RON2 inh,AmpC detergent,AmpC no deterg,Cycloheximide cs,HCMV inh,Shiga toxin inh
CS(=O)(=O)N1CCC(Oc2ccccc2C(=O)NC2CCOC2)CC1 (stereo unspecified),2%,9%,2%,-6%,2,80,9
CC(=O)Nc1cccc(NC(=O)C2CC(=O)N(C3CCCCC3)C2)c1 (stereo unspecified),nt,-10%,1%,0%,14,27,-8
CCCc1cc(C(=O)N2CCCC(C(=O)c3ccc(Cl)cc3)C2)n(C)n1 (stereo unspecified),nt,16%,5%,191%[activator],7,-28,-12
COC(=O)c1cc(S(=O)(=O)NCCc2cccc(C)c2)cn1C,nt,9%,-1%,6%,2,17,15
CCc1nnc(NC(=O)C2CCCN2C(=O)NC2CCCCC2)s1 (stereo unspecified),5%,-10%,5%,-11%,-6,-11,-3
CC(C)(C)C(=O)OCc1nc(-c2ccc(C(F)(F)F)cc2)cs1,-6%,26%,3%,-17%,19*,-32,32
O=C(Nc1ccn(Cc2cccc3ccccc23)n1)c1cccnc1,-2%,3%,-1%,-18%,2,-75*,6
COc1ccc(C2CC(=O)c3cnc(NC(=O)c4cccc(OC)c4)nc3C2)cc1 (stereo unspecified),4%,5%,-1%,-4%,-2,24,6
CCOc1ccc(CCNS(=O)(=O)c2ccc3c(c2)NC(=O)CC(=O)N3)cc1OCC,0%,-4%,?,-26%,-1,-2,-5
O=C(NNC(=O)C1CCCCC1)c1cnccn1,1%,24%,?,3%,1,-33,-5
O=S(=O)(Nc1nc2ccccc2nc1NCCN1CCOCC1)c1cccc(Cl)c1,-1%,37%[activator],?,12%,-3,19,32
Cc1ccc(COC(=O)CCN=C2NS(=O)(=O)c3ccccc32)cc1,nt,-9%,?,-19%,nt,-7,nt
COc1ccc(C2(CNC(=O)Cc3ccc(OC)c(OC)c3)CCOCC2)cc1,4%,14%,-1%,-2%,-3,-28,-11
O=c1c2sccc2nc(SCc2cc(=O)n3ccccc3n2)n1Cc1ccccn1,-29%,nt,-4%,-16%,12,46,37
COc1ccc(C(=O)Nc2ccc(C(=O)N3CCCCC3C)cc2)c(OC)c1OC (stereo unspecified),nt,5%,-2%,98%[activator],-4,-28,-5
Cc1[nH]n(-c2ccccc2)c(=O)c1N=Nc1ccc2c(c1)OCO2,-20%,3%,2%,-22%,32*,25,115*
COc1ccc(/C=C2\COc3ccccc3C2=O)cc1OC,-3%,?,-1%,61%[activator],45*,?,65*
CCC(C(=O)NCc1cccnc1)c1ccccc1 (stereo unspecified),1%,-11%,-2%,-8%,-6,-33,-8
Cc1onc(-c2ccccc2Cl)c1C(=O)OCn1nnc2ccccc2c1=O,7%,8%,3%,1%,1,-25,-9
CC1C(=O)C(C)C(c2cc(Cl)ccc2O)NC1c1cc(Cl)ccc1O (stereo unspecified),-12%,78%[activator],-8%,-55%,1,?,-3
CC(C)(C)C(=O)Cn1ncc(NC2CC2)c(Br)c1=O,-4%,7%,-9%,-4%,13*,17,14
CC(C(=O)c1ccc(Br)cc1)[n+]1cccc2ccccc21 (stereo unspecified),0%,12%,?,-13%,-4,-29,nt
COC(=O)c1c(Oc2nc(OC)cc(OC)n2)cccc1Oc1nc(OC)cc(OC)n1,0%,13%,-3%,31%,-2,?,7
Cc1cc(Cl)ccc1C(=O)C1CCCN(C(=O)c2cccc(N3CCCC3=O)c2)C1 (stereo unspecified),-1%,-12%,-9%,116%[activator],-3,-1,-3
CC(=O)Nc1ccc(S(=O)(=O)N2CCN(c3nnnn3-c3ccccc3)CC2)cc1,1%,4%,?,-6%,-1,?,4

Not a retest: two of the compounds above.
SMILES,Giardia FBPA inh,AMA1-RON2 inh,AmpC detergent,AmpC no deterg,Cycloheximide cs,HCMV inh,Shiga toxin inh
Cc1cc(Cl)ccc1C(=O)C1CCCN(C(=O)c2cccc(N3CCCC3=O)c2)C1 (stereo unspecified),-1%,-12%,-9%,116%[activator],-3,-1,-3
CC(=O)Nc1ccc(S(=O)(=O)N2CCN(c3nnnn3-c3ccccc3)CC2)cc1,1%,4%,?,-6%,-1,?,4

Remaining list, next part:
SMILES,Giardia FBPA inh,AMA1-RON2 inh,AmpC detergent,AmpC no deterg,Cycloheximide cs,HCMV inh,Shiga toxin inh
COC(=O)c1c(C)oc2ccc(OC(=O)N3CCOCC3)cc12,-2%,-13%,-14%,4%,10,-27,-17
CC(C)N(C(=O)COC(=O)CCC(=O)c1cccs1)c1ccccc1,nt,4%,nt,6%,nt,-16,nt
Cc1c(NC(=O)C(C)N2C(=O)c3ccccc3C2=O)c(=O)n(-c2ccccc2)n1C (stereo unspecified),4%,-11%,-9%,-16%,-1,41,-5
COc1ccc2c(C#CCCO)c(-c3ccc(S(C)(=O)=O)cc3)sc2c1,nt,1%,nt,150%[activator],nt,-20,nt
COC(=O)c1[nH]c2cc(OC)ccc2c1NC(=O)CN1CCC(C(N)=O)CC1,-1%,5%,-12%,-2%,-5,45,26
COc1ccc(C(=O)N/N=C\c2coc3ccc(C)cc3c2=O)cc1,-2%,84%[activator],2%,7%,8,-27,15
CC(=O)c1sc(C(C)(C)C)cc1NC(=O)CCC(=O)O,2%,1%,0%,2%,1,3,2
CCOc1ccc(NC(=O)CN(C)C(=O)c2c(C)noc2C)cc1OCC,nt,15%,?,-6%,nt,-5,nt
Cc1cc(C)nc(NC(=S)Nc2ccc(Br)cc2Cl)c1,4%,21%,1%,-25%,10,?,-8
N#CCCn1cc(C(=O)Nc2ccc(C(=O)O)cc2)c(-c2cccs2)n1,2%,17%,-6%,-12%,-2,-26,-6
Cc1ccc(CN2CCN(Cc3ccon3)CC2CCO)cc1 (stereo unspecified),2%,5%,4%,-8%,-4,-26,-24
CC(=O)N1c2ccc(S(=O)(=O)N3CCCC3C(=O)Nc3ccc(C)cc3)cc2CC1C (stereo unspecified),-8%,-2%,-5%,49%,-2,-25,9
COC(=O)C(Cc1ccc(O)cc1)NC(=O)CCC(=O)Nc1ccc(S(N)(=O)=O)cc1 (stereo unspecified),1%,7%,?,-15%,-4,28,-4
NC(=S)c1cn(C2OC(CO)C(O)C2O)c2ncnc(N)c12 (stereo unspecified),14µM*,-8%,-11%,-27%,-2,-99*,-5
CCn1c(NC(=O)Nc2cccc(C)c2C)cc2sccc21,-4%,-11%,?,-26%,-4,2,13
CC(=O)Nc1ccc(NC(=O)CCn2cnnn2)cc1,3%,20%,5%,-13%,-2,-38,11
O=C(O)c1cc(=O)c2c(Cl)cc(Cl)cc2[nH]1,5%&-4%&-1%,0%,nt,nt,nt,64,nt
O=C(NC1CCCCC1)C1CCN(S(=O)(=O)N2CCOCC2)CC1,5%,-2%,-4%,-13%,2,21,-7
CC(C)(C)c1ccc(-c2nnc(SC3CCOC3=O)n2Cc2ccccc2)cc1 (stereo unspecified),1%,30%,-9%,120%[activator],-2,?,-2
COc1ccc2[nH]cc(/C=C/c3cc[n+](C)cc3)c2c1,?,0%,-9%,-11%,-1,-92*,2
Cn1c(/C=N/c2nc3ccccc3[nH]2)nc2ccccc21,1%,51%[activator],?,-15%,0,-104*,23
CCOC(=O)c1c(Cc2ccccc2)c[nH]c1C,0%,0%,5%,-12%,31*,9,61*
CC1CN(C(=O)N2CCOCC2)CCN1C(=O)N1CCOCC1 (stereo unspecified),0%,-1%,-9%,-13%,-1,-1,26
CCOc1ccccc1OCCOCCN1CC(C)OC(C)C1 (stereo unspecified),-14%,-17%,?,3%,-2,49,-7
CC(C)CNC(=O)COC(=O)c1c2c(nc3ccccc13)CCC2,4%,-11%,2%,-17%,-5,3,-2
COc1ccc(C(C)=O)cc1COC(=O)CCNS(=O)(=O)c1ccc(C)cc1,nt,-14%,?,-17%,nt,21,nt
CCN1C(=O)c2ccc(C(=O)O)cc2C1=O,17%,-11%,?,-10%,-2,32,20
CCn1c(=NC(=O)COc2ccccc2)sc2cccc(F)c21,-7%,19%,-2%,-6%,1,?,41
COc1ccc(N2CC(C(=O)N/N=C/c3ccc(C)cc3)CC2=O)cc1 (stereo unspecified),0%,4%,-13%,-3%,1,23,-2
CC(C)n1c(O)c(C=NCc2ccccc2)c(=O)[nH]c1=S,2%,16%,-5%,-15%,-3,57,-5
CNC(=O)CN1C(=O)NC(Cc2c[nH]c3ccccc23)C1=O (stereo unspecified),1%,0%,1%,0%,2,-6,-2
Cc1cccc(NC(=O)Cn2cnc3ccc(S(=O)(=O)N4CCC(C)CC4)cc3c2=O)n1,3%,-14%,-13%,56%,-3,9,-18
COc1ccc(OC)c(Nc2ncnc3ccc(Br)cc23)c1,0%,21%,1%,17%,-4,-63*,-9
Cc1ccc(NC(=O)c2cc(C(=O)c3cc(Cl)ccc3O)cn(-c3ccc(C)cc3)c2=O)cc1,-5%,-16%,-6%,3.2µM*,-4,-70*,-8
CC(=O)N(/N=C1\Sc2ccccc2C1=O)c1ccccc1,-2%,-4%,-3%,-27%,40*,5,37*
Cc1c(-c2ccccc2)nc(N)c(C#N)c1-c1cccs1,4%,16%,?,38%,2,-12,7
CC(C)c1nc(SCC(=O)c2ccc(F)cc2)c2ccccc2n1,-9%,63%[activator],2%,32%,20*,?,31
C=CCNc1nc2ccccc2nc1NS(=O)(=O)c1ccc(Cl)cc1,?,11%,-5%,-11%,4,10,3
CCOC(=O)CNC(=O)c1sc(NC(=O)c2ccccc2)nc1C,0%,28%,-4%,-17%,15,12,21
COC(C#CCCN(C)C)(c1ccccc1)c1ccccc1,-13%,7%,-11%,31%,-3,-30,-7
CCCCCCCCC#Cc1nc(C)ccc1OC,0%[89.2 µM],22%,nt,-3%,13,-9,i
Cc1cc2c(cc1S(=O)(=O)Nc1ccc(C(C)C)cc1)OCCN2C,nt,nt,13%,-36%,nt,-13,nt
COc1cccc(-c2nn(-c3ccc(C)cc3)cc2C(=O)NCC2CCCO2)c1 (stereo unspecified),nt,-11%,?,145%[activator],nt,-21,nt
O=C(CSc1nc(=O)n(CCCN2CCOCC2)c2c1CCCC2)Nc1ccc(F)c(F)c1,nt,2%,0%,231%[activator],nt,5,nt
Cc1ccc(C(=O)NC2CCCCCCC2)cc1S(=O)(=O)N1CCOCC1,nt,6%,-15%,58%,nt,15,nt
CC(C)CCOCC1CC2(CC(C)(c3csc(N)n3)OC2=O)C(=O)O1 (stereo unspecified),4%,2%,-3%,-4%,-3,35,-3

Screening data (PubChem)

The order is random; 16% or so of the library scored in one or more.
